From PubChem BioAssay
D1 agonist – activates the human D1 dopamine receptor | HEK293 T-REx D1 cells, calcium flux, agonist mode | activation, % at 2 µM | hit rate 1% among 360,000 | AID 504660; in the data active = activation above about 30%; also: 0% is about no effect
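Inducible HEK293 T-REx D1 cells, force-coupled to calcium signalling, were plated at 4000 cells/well with tetracycline and held overnight at 30 C. After no-wash calcium dye loading, compound-evoked calcium rise over 180 s flagged agonists.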
RXFP1 antag – blocks the human relaxin receptor RXFP1 | HEK293-RXFP1, relaxin-stimulated cAMP HTRF, 30 min; hits give low values | activity change, negative = inhibition, % at 57.5 µM | hit rate 0.59% among 350,000 | AID 1259400;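 active = activity change of -60% or lower, but not beyond a set lower limit; inconclusive = change between -60% and -40%, or beyond the set limit; inactive = change above -40%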; also: % is scaled to controls: 0 for no effect and ±100 for the full control effect
D1 potentiator – potentiators of human D1 dopamine receptor. P21728. HEK293 TREx D1 cells, calcium flux, dopamine EC20 potentiation. potentiation, % at 10 µM. hit rate 0.036% among 360,000; in the data active = potentiation above about 30%; also: 0% is about no effect
D2 antag – antagonists of human D2 dopamine receptor; inhibition, % at 10 µM; HEK293 TREx D2 cells, calcium flux, dopamine EC80; AID 485344; hit rate 2% among 340,000; in the data active = inhibition above about 30%; also: 0% is about no effect
Target sequence (P14416 whole entry, looked up): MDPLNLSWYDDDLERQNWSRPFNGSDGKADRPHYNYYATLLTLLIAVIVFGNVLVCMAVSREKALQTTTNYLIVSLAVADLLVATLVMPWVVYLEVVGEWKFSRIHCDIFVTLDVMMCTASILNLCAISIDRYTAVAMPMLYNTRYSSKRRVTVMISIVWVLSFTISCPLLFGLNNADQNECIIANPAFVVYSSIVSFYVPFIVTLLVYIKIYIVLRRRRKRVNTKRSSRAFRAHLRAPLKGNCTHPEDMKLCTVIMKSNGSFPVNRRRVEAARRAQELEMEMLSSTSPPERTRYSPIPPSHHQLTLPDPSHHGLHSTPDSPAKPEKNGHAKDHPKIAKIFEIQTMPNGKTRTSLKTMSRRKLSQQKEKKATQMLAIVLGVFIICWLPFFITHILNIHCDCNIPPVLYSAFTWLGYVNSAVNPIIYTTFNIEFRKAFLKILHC
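Cells plated overnight at 30 C with tetracycline; no-wash calcium dye, 30–90 min RT; 10 s baseline; compound pinned; 180 s read; EC80 dopamine added; another 180 s read.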
RXFP1 ag – activates the human relaxin receptor RXFP1. Q9HBX9. HEK293T-RXFP1 cAMP TR-FRET, 30 min; response scale: percent of porcine relaxin response, buffer zero. Potency, µM (titrated, usually from 57.5 µM), for the others: at the highest dose activation, hits mostly activators. hit rate 0.3% among 370,000. AID 2676; active = well fitted activation curve with a large enough effect; inconclusive = small, poorly fitted or top-dose-only effect; also: potency is read from the fitted curve at half-maximal effect; % is scaled to controls: 0 for no effect and ±100 for the full control effect; nearly all actives have a fitted effect of over 60% in size; many of its hits are not listed in these tables
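HEK293 cells stably expressing RXFP1, treated 30 min at 37C with compounds plus PDE4 inhibitor Ro 20174; cAMP measured by HTRF TR-FRET. Normalized to buffer and 29 nM porcine relaxin; EC50 by Hill fit.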
TRHR PAM – allosteric enhancers of human TRH receptor; P34981; TRHR cells, fluo-8 calcium fluorescence, EC20 TRH enhancement; enhancement, % at 2 µM; hit rate 0.66% among 360,000; in the data active = enhancement above about 30%; also: 0% is about no effect
Target sequence (P34981 whole entry, looked up): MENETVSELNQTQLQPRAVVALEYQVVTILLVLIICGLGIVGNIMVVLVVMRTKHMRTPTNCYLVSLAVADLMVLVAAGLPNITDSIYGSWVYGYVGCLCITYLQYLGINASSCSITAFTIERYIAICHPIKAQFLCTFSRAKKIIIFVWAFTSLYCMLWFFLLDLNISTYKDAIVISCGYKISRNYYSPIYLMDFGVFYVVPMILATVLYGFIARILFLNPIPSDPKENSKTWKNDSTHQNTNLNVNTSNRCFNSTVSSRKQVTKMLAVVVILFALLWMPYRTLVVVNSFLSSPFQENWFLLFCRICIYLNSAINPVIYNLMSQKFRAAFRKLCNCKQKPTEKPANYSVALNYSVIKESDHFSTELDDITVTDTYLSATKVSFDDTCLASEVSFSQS
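TRHR-expressing cells loaded with fluo-8 calcium dye were read kinetically (ex 480/em 530) during compound addition, then stimulated with an EC20 of TRH (10 nM final). Enhancement of the Gq-mediated intracellular calcium response was scored.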
D2 ag – activates the human D2 dopamine receptor | HEK293 T-REx D2 cells, calcium flux agonist mode | activation, % at 2 µM | hit rate 0.53% among 340,000 | AID 485358;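 active = activation over 3 SD above normal in the single-dose calcium agonist read, cut at about 30% in these data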; also: 0% is about no effect
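Agonism is scored from calcium flux in a force-coupled, inducible HEK293 cell line expressing D2, read kinetically for 180 s after compound addition against dopamine controls.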
D2 potentiator – D2 dopamine receptor (human) potentiation | P14416 | HEK293 T-REx D2, calcium flux, EC20 dopamine potentiation | potentiation, % at 10 µM | hit rate 0.34% among 340,000;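 active = potentiation over 3 SD above the plate norm, cut at about 30% in these data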; also: 0% is about no effect
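Tetracycline-induced Hek293 Trex D2 cells, force-coupled to calcium, loaded with no-wash calcium dye. Compound added with 180 s kinetic read for agonism, then EC20 dopamine and a further 180 s read for potentiation.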
D1 antagonist – antagonists of human D1 dopamine receptor. P21728. HEK293 TREx D1 cells, calcium flux, dopamine EC80; hits give low values. activity change, negative = inhibition, % at 10 µM. hit rate 3.2% among 360,000. AID 504652; in the data active = activity change below about -30%; also: % is scaled to controls: 0 for no effect and ±100 for the full control effect
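Using tetracycline-induced force-coupled D1 Hek293 cells and a calcium dye, signals were followed for 180 s after compound, then for 180 s after EC80 dopamine, to detect inhibitors.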
Starred values were filed as active, the others as inactive; ? = inconclusive; · = no result given. An excerpt, so the mix of outcomes need not match the whole.

SMILES	D1 agonist	RXFP1 antag	D1 potentiator	D2 antag	RXFP1 ag	TRHR PAM	D2 ag	D2 potentiator	D1 antagonist
COC(=O)c1c(NC(=O)COC(=O)CCNS(=O)(=O)c2ccc(NC(C)=O)cc2)sc(C)c1C	0	-12	-3	·	1.3%	-3	·	-9	12
COCCCn1c(=O)c2sccc2n(Cc2ccc(C)cc2)c1=O	-1	1	-4	-10	5.7%	-1	-0.7	-8	53
COc1ccc(Cn2c(O)c(C=Nc3ccc(O)cc3)c3ccccc3c2=O)cc1	9	·	7	·	0.0%	-1	·	·	-2
N#CC1=C(S)N(c2ccccc2)C(c2ccc(-c3cc(Cl)ccc3Cl)o2)NC1=O (configuration not stated)	12	-3	5	3	5.8%	-3	3.1	-4	4
CCCn1c2ccccc2c2cnn(CC(=O)N3CCOCC3)c(=O)c21	3	-26	0	3	3.0%	0	1.3	4	-27
O=C(O)C/C=C(/NC(=O)OCc1ccccc1)C(=O)OCc1ccccc1	5	?	0	-16	-0.6%	-1	0.0	-17	-14
Cc1ccc(-c2cc3nccc(-c4cc([N+](=O)[O-])ccc4O)n3n2)cc1	13	·	-4	·	0.5%	21	1.8	27	5
CC(=O)NC(CCS(C)(=O)=O)C(=O)Nc1nccs1 (configuration not stated)	3	-8	-6	3	0.8%	1	0.8	3	-7
COc1cc(C2C3=C(CC(c4ccco4)CC3=O)Nc3ccccc3N2C(C)=O)cc(OC)c1OC (configuration not stated)	1	-7	0	10	-0.5%	-8	1.3	-10	-4
CCn1c(O)c(N=NC(=O)c2cccc(S(=O)(=O)N3CCCCC3)c2)c2ccccc21	1	-5	6	8	2.5%	-4	-1.5	2	-19
Cc1ccc(NC(=O)C2SC(=Nc3ccccc3)C(C(=O)Nc3ccc(Cl)cc3)=C2N)cc1 (configuration not stated)	1	-66*	-6	0	-0.7%	-2	1.0	4	·
CCOC(=O)N1CCC(NC(=O)c2cnn(-c3ccc(F)cc3)c2-n2cccc2)CC1	0	·	-3	·	1.0%	0	-0.6	3	2
COc1cc2c(cc1NC(=O)c1cncc(Br)c1)oc1ccccc12	1	-1	1	-8	13%	2	5.0	-8	2
O=C(Nc1ccnc(-c2cccnc2)n1)c1ccccc1Cl	2	-2	2	-10	1.7%	4	0.0	0	-3
NS(=O)(=O)c1cccc(NC(=O)COC(=O)C2CCCCC2)c1	1	-8	4	10	0.8%	-10	-2.7	-4	3
Cc1cccc(NC(=O)C2(C)CC3c4ccccc4C2c2ccccc23)c1 (configuration not stated)	3	-17	-3	2	0.8%	1	-0.2	-2	1
CC(OCC(O)CN1CCCCC1CCO)c1ccc(Cl)cc1 (configuration not stated)	6	-1	-3	9	-1.5%	-3	0.0	1	3
COC(=O)C1=C(C)NC(=O)CC1c1ccccc1OC (configuration not stated)	5	-6	-4	-23	-1.1%	8	0.7	12	-9
COc1ccc(CC(=O)O/N=C(\N)Cc2cccc3ccccc23)cc1	12	4	-10	-4	0.5%	2	1.2	-1	8
COc1ccccc1-c1nnc(SCC(=O)Nc2ccc3[nH]c(=O)[nH]c3c2)n1N	0	·	-7	4	0.2%	3	0.1	1	12
O=C(CSc1nnc(Nc2ccccc2)s1)NCC1CCCO1 (configuration not stated)	5	-8	-3	5	-0.8%	0	0.7	-1	-8
O=C(O)c1ccc(N/N=C/c2cc3cc4c(cc3nc2Cl)OCCO4)cc1	2	-8	-7	0	-0.7%	-7	-0.2	5	-10
O=C(CSc1ccc2nnc(-c3ccccn3)n2n1)Nc1cccc(F)c1	0	3	-6	4	19%	0	2.0	-2	-5
Cc1ccc(CCNC(=O)CSCc2nc(-c3ccc(C)cc3)oc2C)cc1	12	-36	0	·	?	2	0.1	3	-10
O=C(NCCc1ccc(F)cc1)C(=O)NCC(c1ccco1)S(=O)(=O)c1ccccc1 (configuration not stated)	8	3	0	·	-0.3%	9	0.5	2	0
CC(=O)C1=NOC(CNc2ncc(C(F)(F)F)cc2Cl)C1 (configuration not stated)	3	2	-3	12	2.1%	4	-0.2	-6	-22
COC(=O)CCSc1nc2sc3c(c2c(=O)n1Cc1ccccc1)CCC(C(C)(C)C)C3 (configuration not stated)	-2	·	1	·	1.9%	-2	0.7	-4	-7
CCOc1ccc(C2C(C(=O)c3cccs3)=C(O)C(=O)N2Cc2cccnc2)cc1 (configuration not stated)	1	-9	8	-5	20%	-4	-0.7	-1	4
CCOC(=O)C1CCCN(C(=S)Nc2cccc(Cl)c2C)C1 (configuration not stated)	3	2	-5	-5	0.1%	3	0.4	9	-7
CCOC(=O)c1cc2c(ccn2C)n1Cc1ccccc1Cl	6	-10	5	13	0.9%	2	-0.8	2	11
CC1c2ccsc2CCN1C(=O)NC(=O)c1ccc(Cl)cc1 (configuration not stated)	3	3	-2	8	1.1%	-1	0.3	-10	1
CCCC(=O)Nc1cccc(NC(=O)c2ccc([N+](=O)[O-])cc2Cl)c1	2	-1	0	5	0.0%	-11	-0.4	-9	-8
CC1=CC(C)C2(CO)COC(c3ccc(O)cc3)C1C2C (configuration not stated)	5	1	0	1	3.0%	24	3.2	6	4
O=C(O)c1cccc(N/N=C/c2cccc3ccccc23)c1	6	-15	4	-6	1.1%	8	-1.1	47*	-2
COc1cc(CN2CCN(CCOCCO)CC2)cc(OC)c1OC	2	3	2	-8	2.5%	-3	0.3	2	10
O=C(NCCCn1ccnc1)c1ccc(NS(=O)(=O)c2ccc(Cl)c(Cl)c2)cc1	34*	-9	11	-3	1.2%	2	0.1	1	0
Cc1[nH]c2ccc(F)cc2c1CCN(Cc1ccncc1)C(=S)Nc1ccccc1	2	-14	-1	-8	-0.3%	2	7.2	0	-3
Cc1sc2nc(C(C)C)nc(SCC(=O)NC3CC3)c2c1C	4	-14	·	2	7.3%	3	0.5	3	3
CC(=O)c1ccc(NC(=O)CSc2nnc(-c3ccco3)o2)cc1	2	-6	-2	-10	-2.1%	-7	0.2	-9	-19
CCOc1ccc(NC(=O)CN2C(=O)NC(CCSC)C2=O)cc1 (configuration not stated)	1	-6	0	7	-2.1%	4	1.0	4	-8
O=C(NCc1ccc(F)cc1)c1cccc(N2CCCS2(=O)=O)c1	1	-7	-2	·	1.7%	-5	0.4	-1	-3
COc1ccc(NC(=O)C2=C(C)Nc3ncnn3C2c2ccc[nH]2)cc1 (configuration not stated)	6	·	3	·	2.7%	2	-0.7	9	-22
COc1ccc(NC(=S)N(CCCN2CCOCC2)Cc2cn(C)c3ccccc23)cc1OC	1	-12	-1	6	2.6%	2	0.4	-5	3
COc1ccccc1N1CCN(C(=O)C2CC(=O)N(c3ccccc3)C2)CC1 (configuration not stated)	1	-4	2	21	-3.7%	0	0.3	0	3
CCc1ccc(NC(=O)CSc2nc3n[nH]c(C)c3c(=N)n2-c2ccc(C)cc2)cc1	2	-15	-1	·	25%	-3	-0.2	-6	-15
NS(=O)(=O)c1ccc(CNC(=O)c2cc(-c3cccnc3)nc3ccccc23)cc1	0	-2	2	15	-0.3%	-3	2.1	·	8
CC(=O)Nc1ccc2sc(C)nc2c1	3	3	-6	-25	-0.1%	37*	-1.5	7	2
COc1cc(OC)c(N2CC34C=CC(O3)C(C(=O)O)C4C2=O)cc1Cl (configuration not stated)	2	2	2	·	0.4%	5	·	15	-4
O=C1[C@@H]2C(Cc3ccc(O)cc3)NC3(C(=O)Nc4ccc(F)cc43)[C@@H]2C(=O)N1c1ccc(F)cc1 (some centres not stated)	1	-5	5	20	0.2%	0	0.7	15	3
Cc1ccc(C(=O)Nc2nc(-c3cccnc3)cs2)o1	3	-7	-6	·	-0.3%	-3	·	·	-6
COc1ccccc1N1CCN(CCCCN2C(=O)C3CCCCN3C2=O)CC1 (configuration not stated)	1	-2	4	94*	-2.6%	-3	0.3	-18	-26
CCOC(=O)C1CCCN(c2ccc(NC(=O)c3snc4c(=O)[nH]cnc34)cc2)C1 (configuration not stated)	0	-1	-1	·	-0.7%	6	·	·	-1
Cn1c(=O)c2c(ncn2CC(=O)N/N=C/C=C/c2ccccc2[N+](=O)[O-])n(C)c1=O	2	6	1	9	22%	-8	-2.5	-7	-4
Cc1ccc(OCC(=O)Nc2nnc(SCc3cc(=O)c4ccccc4[nH]3)s2)cc1	0	-4	0	·	2.5%	-4	-1.7	-5	-5
COc1ccc(S(=O)(=O)N2CCC(C(=O)NCCN3CCOCC3)CC2)cc1	1	-2	-5	·	0.5%	16	·	-8	2
CSc1ccc(S(=O)(=O)NCc2ccccc2C)cc1	1	12	-3	5	2.1%	5	0.1	-1	-13
Cc1ccnc(-n2c(CCN3C(=O)c4ccccc4C3=O)nc3ccccc3c2=O)c1	1	-10	-4	10	2.6%	2	-1.0	7	-3
CCOC(=O)N1CCN(C(=O)Nc2ccc3oc(C)nc3c2)CC1	1	13	7	44*	-0.3%	-1	1.1	·	0
O=C(O)Cn1cc(C(=O)c2ccco2)c2ccccc21	2	11	-3	21	3.9%	-17	-0.1	13	5
Cc1nccc(-c2ccc(-n3cnc4ccccc43)cc2)n1	2	-1	-2	13	2.2%	2	-1.0	1	-10
Cc1ccccc1N1CC(C(=O)O)CC1=O (configuration not stated)	1	3	4	3	-1.4%	1	0.1	-3	1
CCOc1ccc(CNC(=O)c2ccc3c(c2)nc2n3CCOC2)cc1	1	-12	-2	·	5.5%	2	-1.0	-1	0
COc1ccc(OC)c(NC(=O)[C@@H]2CCCN2C(=O)c2cccs2)c1	2	1	-1	·	1.7%	1	·	·	-4

Of the compounds above, these contain an NH in an aromatic ring:
SMILES	D1 agonist	RXFP1 antag	D1 potentiator	D2 antag	RXFP1 ag	TRHR PAM	D2 ag	D2 potentiator	D1 antagonist
COc1ccccc1-c1nnc(SCC(=O)Nc2ccc3[nH]c(=O)[nH]c3c2)n1N	0	·	-7	4	0.2%	3	0.1	1	12
Cc1[nH]c2ccc(F)cc2c1CCN(Cc1ccncc1)C(=S)Nc1ccccc1	2	-14	-1	-8	-0.3%	2	7.2	0	-3
COc1ccc(NC(=O)C2=C(C)Nc3ncnn3C2c2ccc[nH]2)cc1 (configuration not stated)	6	·	3	·	2.7%	2	-0.7	9	-22
CCc1ccc(NC(=O)CSc2nc3n[nH]c(C)c3c(=N)n2-c2ccc(C)cc2)cc1	2	-15	-1	·	25%	-3	-0.2	-6	-15
CCOC(=O)C1CCCN(c2ccc(NC(=O)c3snc4c(=O)[nH]cnc34)cc2)C1 (configuration not stated)	0	-1	-1	·	-0.7%	6	·	·	-1
Cc1ccc(OCC(=O)Nc2nnc(SCc3cc(=O)c4ccccc4[nH]3)s2)cc1	0	-4	0	·	2.5%	-4	-1.7	-5	-5
